# GLP-1R inv ag = GLP-1 receptor (human) inverse agonism; HEK293 GLP-1R CRE-luciferase, luminescence, 24 h; GLP-1R form is constitutively active; P43220; 410,000 tested, 1.6% active; Potency, µM (highest dose often 38.3 µM), without a hit: top-dose activity change, negative = inhibition, hits mostly inhibitors; note: potency is the fitted concentration of half-maximal effect; % is set by controls: 0 for no effect and ±100 for the full control effect; nearly all actives have a fitted effect of over 55% in size
# Target sequence (P43220 whole entry, looked up): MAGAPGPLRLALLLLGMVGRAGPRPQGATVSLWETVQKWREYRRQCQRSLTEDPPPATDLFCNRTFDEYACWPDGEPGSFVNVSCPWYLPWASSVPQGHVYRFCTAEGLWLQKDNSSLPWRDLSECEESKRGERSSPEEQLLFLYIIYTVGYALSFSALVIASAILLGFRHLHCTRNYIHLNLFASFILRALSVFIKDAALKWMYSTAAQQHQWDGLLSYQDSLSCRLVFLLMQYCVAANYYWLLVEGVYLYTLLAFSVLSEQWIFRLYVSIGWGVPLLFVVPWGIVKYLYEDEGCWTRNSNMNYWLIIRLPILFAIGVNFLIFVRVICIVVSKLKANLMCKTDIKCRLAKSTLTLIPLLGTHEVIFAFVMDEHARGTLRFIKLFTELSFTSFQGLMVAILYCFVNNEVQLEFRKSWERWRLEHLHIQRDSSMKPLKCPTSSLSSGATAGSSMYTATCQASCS
#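 GLP-1R inverse agonism mode: basal reporter luminescence in engineered HEK293 cells measured after one day of compound exposure at 37 deg C, with a 12 min room-temperature detection step.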
# DRD3 antagonist = D3 dopamine receptor (human) antagonism; P35462; D3R cells, DiscoveRx beta-arrestin luminescence, antagonist mode; active compounds read low; max response, negative = inhibition, %; 360,000 tested, 2.5% active; AID 652054; in the data active = max response below about -50%; inconclusive = no clear call, values can overlap the other calls; note: % is set by controls: 0 for no effect and ±100 for the full control effect; mostly tested at two doses, the higher about 12 µM
# Target sequence (P35462 whole entry, looked up): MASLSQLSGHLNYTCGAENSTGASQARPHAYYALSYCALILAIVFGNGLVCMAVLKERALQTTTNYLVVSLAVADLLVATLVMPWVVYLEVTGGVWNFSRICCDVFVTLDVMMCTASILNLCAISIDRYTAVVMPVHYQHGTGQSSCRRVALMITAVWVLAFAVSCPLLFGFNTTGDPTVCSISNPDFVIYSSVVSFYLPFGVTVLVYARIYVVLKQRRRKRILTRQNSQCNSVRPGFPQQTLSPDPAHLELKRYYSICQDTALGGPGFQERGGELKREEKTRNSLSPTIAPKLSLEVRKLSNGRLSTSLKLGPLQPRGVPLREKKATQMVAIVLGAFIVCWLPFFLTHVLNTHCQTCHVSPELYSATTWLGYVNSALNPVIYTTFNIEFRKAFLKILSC
#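 Cells expressing the human receptor were seeded at 1500 cells/well, incubated overnight at 37 degrees C in 5% CO2, then exposed to library compounds with dopamine controls for 90 minutes at 37 degrees C before luminescent detection.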
# aSyn yeast inh = rescues yeast growth from alpha-synuclein toxicity; Yeast expressing alpha-synuclein, growth rescue, BacTiter-Glo, 24 h; Potency, µM (highest dose often 46.1 µM), without a hit: top-dose growth rescue (activation), actives largely listed as activators; 370,000 tested, 0.14% active; note: potency is the fitted concentration of half-maximal effect; % of control where 0% means no effect; nearly all actives have a fitted effect of over 65% in size
#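 Galactose-induced alpha-syn yeast (OD600=0.02, raffinose-pregrown) + pinned cpd, 24 hr, 30 deg C; growth by BacTiter-Glo luminescence. Growth restoration scores as activation.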
# PTHR1 ag = agonists of human PTHR1 parathyroid hormone receptor; HEK293 GP2 PTHR1 cells, GloSensor cAMP luminescence, 1 h; 410,000 tested, 0.075% active; Potency, µM (doses to about 115 µM), without a hit: top-dose activation, most hits filed as activators; note: potency is the fitted concentration of half-maximal effect; nearly all actives have a fitted effect of over 55% in size; some results filed as inactive show a strong effect at the top dose; inactives centre near -15; many of its hits are not listed in these tables
#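 HEK-293-derived GP2 cells expressing PTHR1 and a GloSensor cAMP reporter, 3,000/well, plated overnight, given luciferin plus IBMX (each 0.5 mM as added) for 1 h at 37 °C, then compound for 1 h at 37 °C. Luminescence was read after 15 min at room temperature.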
# KB-V1 MDR tox = kills drug-selected multidrug resistant KB-V1 cells | KB-V1 MDR cells viability, CellTiter-Glo, 72 h | Potency, µM (top dose mostly 46.1 µM), for the others: top-dose activity change, negative = cytotoxicity, usual class: cytotoxic | 400,000 tested, 3.4% active; note: potency is the fitted concentration of half-maximal effect; % is set by controls: 0 for no effect and ±100 for the full control effect; nearly all actives have a fitted effect of over 60% in size
#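 Cytotoxicity toward P-gp-expressing KB-V1 cells was determined as loss of CellTiter-Glo luminescence after 72 h at 37 degrees C. Compounds were tested in quantitative HTS format across a concentration range, with curves fitted to normalized data.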
# D3 ag = activates the human D3 dopamine receptor; AID 652048; 410,000 tested, 0.58% active; max activation, %; D3R DiscoveRx beta-arrestin cells, luminescence, 90 min; P35462; in the data active = max activation above about 30%; note: 0% is about no effect; mostly tested at two doses, the higher about 12 µM
#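 Cells at 1500/well, incubated overnight, then treated with pinned compounds (dopamine as control) for 90 min at 37 degrees C. DiscoveRx reagent added for 30 - 60 minutes at room temperature; luminescence read.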
# TDP-43 yeast inh = rescues yeast growth from TDP-43 toxicity; TDP-43 expressing yeast growth rescue, BacTiter-Glo, 24 h; AID 652104; Potency, µM (doses to about 46.1 µM), without a hit: at the highest dose growth rescue (activation), actives largely listed as activators; 410,000 tested, 1.8% active; note: potency is the fitted concentration of half-maximal effect; % of control where 0% means no effect; nearly all actives have a fitted effect of over 50% in size
#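 Luminescence from BacTiter-Glo reports growth of TDP-43-expressing yeast after 24 hr at 30 deg C with compound. Cells were raffinose-pregrown to mid-log, then seeded in galactose medium at OD600=0.02.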
# HEK293 tox = cytotoxicity in counter-screen for GLP-1R inverse agonists; HEK293 cAMP-luciferase reporter cells, luminescence, 24 h; Potency, µM (top dose mostly 38.3 µM), for the others: at the highest dose activity change, negative = inhibition, most hits filed as inhibitors; 410,000 tested, 0.13% active; AID 624418;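 note: loss of luciferase light is scored as toxicity; potency is the fitted concentration of half-maximal effect; % is set by controls: 0 for no effect and ±100 for the full control effect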
#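 MLSMR compounds, 24 hr on cells at 37 deg C/5% CO2; luminescence after luciferase reagent (12 min RT). Inhibition counted as the undesired cytotoxic outcome.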
# GLP1R ag = agonists of human GLP-1 receptor | HEK293 GLP-1R CRE-luciferase, luminescence, 4-6 h; cells express a hypersensitive GLP-1R form | Potency, µM (doses to about 45.6 µM), for the others: at the highest dose activation, usual class: activators | 380,000 tested, 0.007% active; note: potency is the fitted concentration of half-maximal effect; % of control where 0% means no effect
# Active calls of the source: *; i = inactive; u = inconclusive; x = no result given; [ ] = another dose, or the depositor's remark. Unless noted, calls come from the whole dose curve; as a rule, active = well fitted curve in the direction sought with a large enough effect; inconclusive = small, poorly fitted or top-dose-only effect, or another doubt; inactive = no such curve, though single readings can be large; an effect the other way counts as inactive or inconclusive.
# Value order – GLP-1R inv ag	DRD3 antagonist	aSyn yeast inh	PTHR1 ag	KB-V1 MDR tox	D3 ag	TDP-43 yeast inh	HEK293 tox	GLP1R ag
COc1ccccc1Cc1c(-c2ccc(C#N)cc2)nc2ccc(C)cn12
 : 7%	8	-9%	-34%[inhibitor]	u	-1	u	2%	2%
CCc1cccc(NC(=O)C2CCCN2S(=O)(=O)c2cccc3cccnc23)c1 (stereo not given)
 : 3%	12	-1%	-43%[inhibitor]	-18%	11	17%	-8%	25%
CCC(C)N1C(=O)CCC1C(=O)NCCc1ccc(Cl)cc1 (stereo not given)
 : 20%	25	5%	i	17%	9	-1%	-4%	5%
CSCCC(NS(=O)(=O)c1ccc(Cl)cc1)C(=O)OCC(=O)NC1CC1 (stereo not given)
 : -5%	-24	3%	i	u	-3	0%	7%	-2%
CCCC(=O)N1CCN(Cc2nc3cc([N+](=O)[O-])ccc3n2C)CC1
 : 17%	-11	-5%	-1%	-16%	-3	2%	2%	-2%
CCOc1ccc2nc(S(=O)(=O)NC(=O)C3(C)CCN3C(=O)c3c(C)noc3C)sc2c1 (stereo not given)
 : 21%	0	-5%	i	2%	-7	6%	0%	-1%
Cc1nc(NCCc2ccccc2)c2nnn(Cc3ccccc3Cl)c2n1
 : 26%	15	4%	-7%	-23%	5	5%	19%	1%
O=C(O)c1cc(NN=C2CCN(Cc3ccccc3)CC2)ccc1Cl
 : 14%	-1	1%	-19%	-3%	2	-3%	-6%	4%
Cc1ccc(C(=O)NCC(=O)OCC(=O)c2c(N)n(C)c(=O)n(C)c2=O)cc1C
 : 22%	19	1%	i	x	13	-9%	1%	5%
O=C(OCc1c(-c2ccccc2)ncc2ccccc12)c1ccco1
 : -10%	0	-12%	-33%[inhibitor]	-19%	12	8%	7%	3%
COC(=O)CSc1nc(C)c2c(n1)CCCC2
 : 15%	-5	-1%	-20%	0%	0	6%	-8%	9%
Cc1ccccc1NC(=O)c1ccc(CN2CC(=O)N3CCCCC3C2=O)cc1 (stereo not given)
 : 7%	8	0%	i	-17%	5	0%	7%	5%
C/C(=N\NC(N)=O)C1CC(Cc2ccccc2)C(=O)O1 (stereo not given)
 : 10%	18	-3%	i	10%	3	11%	5%	-8%
Cc1ccc(C(=O)Nc2ccc(O)cc2C(=O)O)cc1
 : 0%	2	2%	-5%	4%	0	-9%	7%	13%
C=CCNC(=O)c1ccc(Sc2ccccc2)c([N+](=O)[O-])c1
 : -15%	-1	-9%	i	-4%	-5	23%	-25%	-2%
O=C(NCCOCCn1c(=O)oc2ccccc21)Nc1cccc(Cl)c1
 : u	x	x	i	2%	-8	13%	-7%	x
Cc1cc(SCNC(=O)c2ccccc2)nc(C(C)C)n1
 : -21%	6	2%	-26%	-3%	0	0%	-27%	-1%
CCNc1ccccc(-c2ccc3ccccc3n2)c1=O
 : 19%	3	10%	i	-1%	1	20%	2%	-13%
CC(=O)c1cccc(NC(=O)c2ccc3ccccc3c2)c1
 : u	-17	-5%	-34%	0%	-3	15%	2%	-2%
COc1ccccc1N1CCN(c2ncnc3c2nc2n3CCCC2)CC1
 : 27%	x	x	-94%[inhibitor]	u	6	35µM*	4%	2%

# Arranged by SMILES length (low to high): part of the list above
# Value order – GLP-1R inv ag	DRD3 antagonist	aSyn yeast inh	PTHR1 ag	KB-V1 MDR tox	D3 ag	TDP-43 yeast inh	HEK293 tox	GLP1R ag
CCCC(=O)N1CCN(Cc2nc3cc([N+](=O)[O-])ccc3n2C)CC1
 : 17%	-11	-5%	-1%	-16%	-3	2%	2%	-2%
CCc1cccc(NC(=O)C2CCCN2S(=O)(=O)c2cccc3cccnc23)c1 (stereo not given)
 : 3%	12	-1%	-43%[inhibitor]	-18%	11	17%	-8%	25%
Cc1ccc(C(=O)NCC(=O)OCC(=O)c2c(N)n(C)c(=O)n(C)c2=O)cc1C
 : 22%	19	1%	i	x	13	-9%	1%	5%

# (further entries)
# Value order – GLP-1R inv ag	DRD3 antagonist	aSyn yeast inh	PTHR1 ag	KB-V1 MDR tox	D3 ag	TDP-43 yeast inh	HEK293 tox	GLP1R ag
N#Cc1cc(Oc2ccc3ccccc3c2)c(-n2nnc3ccccc32)cc1C#N
 : 3%	14	5%	i	-12%	14	-18%	-15%	-7%
Cc1cc2c(nn1)CCc1c-2no[n+]1[O-]
 : 12%	-8	-7%	i	-8%	8	-7%	-4%	-2%
CCCOC(=O)c1ccc(NC(=O)c2ccc(Br)o2)cc1
 : u	5	-1%	-39%[inhibitor]	-3%	2	16%	3%	24%
Cc1c2cnn(CC(=O)NCc3ccc(F)cc3)c(=O)c2c(C)n1Cc1ccccc1Cl
 : u	x	x	i	-21%	-9	23%	-13%	x
O=C(N/N=C/c1ccc2c(c1)OCO2)C1COc2ccccc2O1 (stereo not given)
 : 14%	-11	-2%	i	10µM*	-2	-1%	-1%	-1%
COCCn1c(SCC(=O)NNC(=O)Cc2ccccc2)nc2ccccc2c1=O
 : 2%	-1	4%	-26%	7%	5	10%	-1%	1%
O=C(NCc1ccc(F)cc1)c1cccc2c1C(=O)c1ccc(N3CCC(Cc4ccccc4)CC3)cc1S2(=O)=O
 : 31%[activator]	0	-6%	i	1%	43*	17%	44%[activator]	-4%
CCC(=O)Nc1ccc2nc(SCc3ccc(C)cc3)sc2c1
 : u	x	x	-22%	3%	4	19%	-10%	x
CCN(CC)S(=O)(=O)c1cccc(C(=O)N/N=C/c2cc(OC)c(O)c(OC)c2)c1
 : 7%	0	-1%	-4%	-3%	-4	-14%	8%	11%
CCn1cc([N+](=O)[O-])nc1C
 : 9%	u	-2%	i	-14%	-3	-21%	79%[activator]	-1%
O=C1CS/C(=N/N=C/c2ccco2)N1Cc1ccc(F)cc1
 : -19%	-9	0%	-25%	u	-6	8%	15%	10%
COc1ccc2[nH]cc(C(=O)CNc3nc(C)cs3)c2c1
 : 32%	u	17%	-7%[57.5 µM]	-1%	-3	15%	-17%	10%
OCCN1CCN(Cc2cccc(Oc3ccc(Cl)cc3)c2)CC1
 : -30%	u	5%	i	-2%	-21	-15%	-5%	22%
NC(=O)C1CCN(C(=O)c2cc(Cl)c3c(c2)OCCO3)CC1
 : 5%	-3	-3%	i	0%	8	8%	-10%	-1%
CC(C)(C)NC(=O)NC(=O)COC(=O)C1(C)CC1(Cl)Cl (stereo not given)
 : -25%	-9	-4%	0%	-15%	-4	5%	15%	4%
COCC(=O)Nc1c(C(=O)Nc2ccc(C)cc2)oc2ccccc12
 : -25%	x	x	-15%	-6%	-10	10%	-7%	3%
Cc1ccc(C)c(-c2nc(Cn3c(=O)cc(-c4ccccc4)c4c(C)nn(C)c43)c(C)o2)c1
 : 4%	x	x	i	2%	-8	-2%	13%	x
CC1(C)OC(=O)C(=CNc2ccc(F)cc2)C(=O)O1
 : 5%	u	-2%	i	-10%	-8	-19%	2%	4%
COc1ccc(-c2ccc3c(c2)S(=O)(=O)c2cccc(C(=O)NCCOc4ccccc4Cl)c2C3=O)cc1OC
 : -1%	24	15%	-20%	0%	19	2%	4%	0%
COCCN(C(=O)COC(=O)C1CC(=O)N(c2ccc(C)cc2)C1)c1c(N)n(Cc2ccccc2)c(=O)[nH]c1=O (stereo not given)
 : -4%	-1	-2%	-23%	u	1	2%	5%	-3%

# Further records follow:
# Value order – GLP-1R inv ag	DRD3 antagonist	aSyn yeast inh	PTHR1 ag	KB-V1 MDR tox	D3 ag	TDP-43 yeast inh	HEK293 tox	GLP1R ag
O=C(C1CCN(S(=O)(=O)c2ccc(F)cc2)CC1)N1CCCC(C(F)(F)F)C1 (stereo not given)
 : 2%	-19	-9%	-11%	-8%	-15	0%	1%	-1%
CCCCn1c(CCC(=O)O)nc2cc(S(=O)(=O)N(C)C)ccc21
 : 24%[7.66 µM]	5	2%	3%	-2%	4	10%	3%[7.66 µM]	0%
CC(C)NC(=O)C1CCCN(c2ncnc3onc(-c4ccc(F)cc4)c23)C1 (stereo not given)
 : 4%	x	x	-16%	14%	-4	13%	2%	x
CC(=O)c1ccc(NC(=O)C2CCCN(S(=O)(=O)c3cn(C)cn3)C2)cc1 (stereo not given)
 : 5%	x	x	-12%	x	2	11%	4%	x
C(=N\Nc1nn[nH]n1)/c1ccccc1
 : 16%	22	-9%	i	-6%	7	12%	17%	-8%
COc1cccc(-n2cc(C(=O)NCCCOC(C)C)c3ccccc3c2=O)c1
 : -6%	-12	-10%	u	-19%	14	-15%	2%	0%
O=C1CC(c2ccccc2)CC(O)=C1C=NCc1ccncc1 (stereo not given)
 : -6%[7.66 µM]	4	10%	i	26%	-3	5%[9.22 µM]	5%[7.66 µM]	7%
C1CN(c2nc3nonc3nc2N2CCSCC2)CCO1
 : 2%	7	-1%	i	6%	2	1%	-18%	3%
O=C(CSc1nnnn1-c1ccc(F)cc1)NC1CCCCC1
 : -7%	-3	2%	i	-14%	-1	9%	-2%	-4%
O=C1c2cccc3cccc(c23)C(=O)N1Cc1cccnc1
 : 43%[activator]	11	6%	-8%	-8%	7	4%	6%	4%
COc1cccc(C(=O)N(C)Cc2c(C)nn(C3CCS(=O)(=O)C3)c2C)c1 (stereo not given)
 : 1%	-24	-9%	-10%	u	1	-5%	-2%	-7%
CCOCC(=O)N1CCCC(C(=O)OCC)C1 (stereo not given)
 : 11%	8	0%	i	48%	3	11%	-7%	0%
CCOc1ccccc1NCN1C(=O)c2ccccc2C1=O
 : 12%	-22	0%	-7%	0%	-4	10%	7%	5%
O=C1[C@H](Cc2ccccc2)NCC=CC[C@@H](c2ccc(Cl)cc2)N1Cc1ccccc1
 : u	1	-25%	8%	-16%	-4	18%	5%	-6%
CCC(=O)Nc1sc(Cc2ccccc2)c(C)c1C(N)=O
 : 27%	5	-30%	i	u	6	-80%[inhibitor]	12%	12%
Cc1cccc(NS(=O)(=O)c2ccc3[nH]c(=O)ccc3c2)c1C
 : 12%	x	x	-31%	-19%	-18	-10%[9.22 µM]	0%	x

# Screens from PubChem.

# A portion of the library, so the mix of outcomes need not match the whole.
